TEAD-YAP block: TEAD-YAP interaction inhibition | HEK-TIYL cells, TEAD-Gal4/YAP UAS-luciferase luminescence | inhibition, % at 9.12 µM | 640,000 tested, 1.4% active | AID 1259422; in the data active = inhibition above about 32%;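 also: 0% = median of test compound wells and 100% = reference inhibitor wells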
FBW7 act: human FBW7 E3 ligase activation, primary screen; AlphaScreen FBW7–phospho-cyclin E peptide binding, activator screen; normalized activity (activation), % at 26.1 µM; 650,000 tested, 0.13% active; AID 1259310; in the data active = normalized activity above about 1.9%;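 also: purified mutant Fbw7 with reduced substrate affinity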
MITF inh: blocks human microphthalmia-associated transcription factor | 650,000 tested, 0.91% active | O75030 | inhibition, % at 2.6 µM | AlphaScreen MITF homodimerization, bead proximity signal; in the data active = inhibition above about 50%;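 also: 0% = vehicle wells with protein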
Target sequence (O75030 whole entry, looked up): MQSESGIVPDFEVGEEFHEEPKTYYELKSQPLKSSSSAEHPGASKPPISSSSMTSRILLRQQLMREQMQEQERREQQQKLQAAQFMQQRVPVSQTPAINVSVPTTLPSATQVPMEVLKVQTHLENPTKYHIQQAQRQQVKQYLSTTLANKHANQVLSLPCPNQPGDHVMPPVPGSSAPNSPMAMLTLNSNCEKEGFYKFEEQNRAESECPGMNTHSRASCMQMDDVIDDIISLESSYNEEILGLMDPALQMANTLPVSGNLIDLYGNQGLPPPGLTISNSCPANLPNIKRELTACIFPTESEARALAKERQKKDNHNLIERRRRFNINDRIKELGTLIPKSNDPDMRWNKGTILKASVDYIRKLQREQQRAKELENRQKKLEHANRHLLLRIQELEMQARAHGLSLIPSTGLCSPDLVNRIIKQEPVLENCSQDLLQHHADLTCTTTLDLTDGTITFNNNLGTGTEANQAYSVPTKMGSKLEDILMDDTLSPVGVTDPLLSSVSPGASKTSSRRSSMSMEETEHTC
GPR151 activ: activates the human receptor GPR151; Q8TDV0; PathHunter beta-arrestin GPR151 cells, luminescence; activation, % at 11.2 µM; 650,000 tested, 1% active; AID 1508602; in the data active = activation above about 4.9%;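 also: 0% = median of compound wells and 100% = cells with positive control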
Target sequence (Q8TDV0 whole entry, looked up): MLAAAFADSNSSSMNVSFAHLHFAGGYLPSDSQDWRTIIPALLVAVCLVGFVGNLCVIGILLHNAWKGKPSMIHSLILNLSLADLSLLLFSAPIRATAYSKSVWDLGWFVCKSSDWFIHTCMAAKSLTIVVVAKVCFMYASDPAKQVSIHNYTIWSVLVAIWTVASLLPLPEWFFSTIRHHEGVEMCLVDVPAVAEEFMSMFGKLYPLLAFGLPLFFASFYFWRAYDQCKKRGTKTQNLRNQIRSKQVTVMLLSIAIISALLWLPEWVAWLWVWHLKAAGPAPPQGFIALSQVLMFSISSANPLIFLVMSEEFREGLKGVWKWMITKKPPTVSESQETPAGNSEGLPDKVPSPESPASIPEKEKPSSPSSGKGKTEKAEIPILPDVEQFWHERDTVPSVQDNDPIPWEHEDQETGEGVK
Numbers without * were called inactive. The order is random, and some 3.5% of all compounds hit somewhere here.

SMILES | TEAD-YAP block | FBW7 act | MITF inh | GPR151 activ
CCOc1ccccc1N(C(=O)c1ccccc1Br)c1nc(C(F)(F)F)c(-c2ccc(F)cc2)s1 | 7.1 | 0.2 | 3.8 | 1.9
O=C(Nc1ccccc1Cc1ccccc1)c1cnccn1 | 5.2 | -0.1 | 11.8 | -0.8
COc1ccc(N/C=C(/c2cc(O)ccc2O)[N+](=O)[O-])cc1 | -2.3 | 0.1 | 16.8 | -0.7
CCOc1ccc(S(=O)(=O)N(CC(=O)Nc2ccccc2C(=O)OC)c2ccccc2)cc1 | 0.3 | 0.8 | 10.2 | -0.5
COc1ccc(-n2cc(C(=O)N3CCN(c4ccc(F)cc4)CC3)c3ccccc3c2=O)cc1 | 6.2 | 0.3 | 12.2 | 1.9
Cc1ccc(/C(N)=N/OC(=O)c2ccc(Br)cc2)cc1 | -34.4 | 0.0 | -6.0 | -0.2
Cc1ccc(Oc2ccc(N(C)S(=O)(=O)c3ccccc3Cl)cc2)nn1 | 10.4 | 0.1 | 1.2 | 0.5
Cc1ccccc1-c1nc2cc(NC(=O)c3cc(I)ccc3Cl)ccc2o1 | 3.4 | 0.0 | -2.5 | 1.2
COc1ccc(C2CC(C(F)(F)F)n3nc(C(=O)Nc4cccc(Cl)c4Cl)c(Cl)c3N2)cc1OC (configuration not stated) | -6.6 | -0.1 | -13.8 | -0.3
c1ccc(OCCSc2nc3ccccc3o2)cc1 | -17.6 | 0.2 | 14.6 | -0.6
COc1cc2c(cc1NC(=O)c1ccc(=O)[nH]c1)oc1ccccc12 | -13.6 | 0.1 | -0.1 | 0.0
CCOC(=O)c1cnc2ccc(Cl)cc2c1NCCCN(C)C | 29.8 | 0.1 | 5.6 | 4.3
COc1cc(/C=C2\C(=O)N(c3cccc(Cl)c3)N=C2C)ccc1OCc1ccccc1 | -8.0 | 0.0 | -11.0 | 2.0
O=C(NNS(=O)(=O)Cc1ccccc1)c1ccccc1 | -13.8 | 0.1 | 9.7 | -0.5
CCn1c(=NC(=O)c2ccco2)sc2cccc(OC)c21 | 6.9 | 0.1 | -1.7 | 5.0*
O=C(NCc1ccccc1)N1CCOCC1 | 10.0 | 0.0 | 4.5 | 0.1
Nc1cc(C(=O)OCC(=O)Nc2ccc(F)cc2F)ccc1Cl | 5.0 | 0.5 | 9.3 | 2.7
O=C(Nc1ccccc1)c1cc(-c2ccccc2)n[nH]1 | -67.1 | -0.1 | -3.1 | -4.3
O=C(Cc1cn(-c2ccc(N3CCC(N4CCOCC4)CC3)nn2)c2ccccc12)NC1CCN(Cc2ccccc2)CC1 | -0.7 | -0.2 | 11.3 | -0.9
CSc1nnc(NC(=O)c2cc(Br)ccc2Cl)s1 | -5.8 | 0.1 | 7.0 | -0.9
CC(C)(c1ccccc1)c1ccc(OCCN2CCNCC2)cc1 | -21.9 | 0.3 | 30.5 | -0.9
O=[N+]([O-])c1ccc(-n2cccc2C2Nc3ccccc3C(c3ccccc3)(c3ccccc3)O2)cc1 (configuration not stated) | -3.3 | -0.1 | 3.9 | 0.4
CCOC(=O)CS(=O)(=O)c1ccc(C(=O)NCCC2=CCCCC2)cc1[N+](=O)[O-] | -19.6 | 0.1 | 13.5 | 0.7
CCOc1cc(C2NC(=O)NC(C)=C2C(=O)Nc2ccc(F)c(F)c2)ccc1O (configuration not stated) | -14.8 | 0.0 | -1.9 | 1.3
CCN(CC)C(=O)CSc1nnc2c3c(C)c(C)sc3nc(C(C)C)n12 | 1.0 | 0.4 | 5.2 | 0.4
CC(C)CC(C(=O)Nc1ccc(S(=O)(=O)Nc2ncccn2)cc1)N1C(=O)c2ccccc2C1=O (configuration not stated) | -12.7 | 0.7 | 17.0 | -1.2
COc1ccc(C2C(C(=O)N3CCC(C)CC3)c3ccccc3C(=O)N2Cc2ccc(F)cc2)cc1 (configuration not stated) | 8.6 | -0.1 | -21.5 | -0.7
CS(=O)(=O)Nc1cccc(-c2cnc3c(NCc4ccc(F)cc4)nccn23)c1 | -2.1 | -0.1 | -1.1 | -0.4
Cc1nc2cc(C(=O)NCCN3CCOCC3)ccc2n1-c1ccc(OCc2ccccc2)cc1 | 2.6 | 0.0 | -7.1 | -0.1
CC(C)(C)C(=O)N1CCCC(c2nc3c(nnn3Cc3ccccc3)c(=O)[nH]2)C1 (configuration not stated) | -8.9 | -0.1 | 5.7 | 1.6
Cc1no[n+]([O-])c1COc1ccccc1/C=C(\C#N)c1ccc([N+](=O)[O-])cc1 | 4.0 | -0.1 | 9.4 | -0.4
c1ccc(-c2nc3ccccc3nc2-c2cccs2)cc1 | -9.9 | 0.1 | 15.1 | -0.1
COc1cccc(-c2cc(C(=O)Nc3cccnc3)on2)c1 | -4.0 | 0.3 | 20.4 | -2.9
O=S(=O)(NCc1ccc2c(c1)OCO2)c1cnc[nH]1 | 3.1 | 0.1 | 15.2 | 1.7
CCC(C)(C)NC(=O)C(OC(=O)c1cccs1)c1ccc(OC)cc1 (configuration not stated) | 6.2 | 0.1 | 7.3 | -0.2
Cc1nc(C)c(S(=O)(=O)NCc2ccc(N3CCN(C)CC3)cc2)s1 | 5.7 | 0.1 | 9.4 | 2.0

Single entries from above.
Result for COc1cc2c(cc1NC(=O)c1ccc(=O)[nH]c1)oc1ccccc12 under MITF inh: -0.1
Result for O=C(Cc1cn(-c2ccc(N3CCC(N4CCOCC4)CC3)nn2)c2ccccc12)NC1CCN(Cc2ccccc2)CC1 under MITF inh: 11.3
Result for O=C(NCc1ccccc1)N1CCOCC1 under MITF inh: 4.5
Result for CC(C)(c1ccccc1)c1ccc(OCCN2CCNCC2)cc1 under GPR151 activ: -0.9

Further results follow.
SMILES | TEAD-YAP block | FBW7 act | MITF inh | GPR151 activ
Cc1cccc(NC(=O)c2cc([N+](=O)[O-])ccc2N2CCCCC2)n1 | 5.0 | -0.1 | -1.2 | 0.7
CN(CC1CCCCO1)C(=O)CC1(c2ccccc2)CC(=O)N(Cc2ccncc2)C1=O (configuration not stated) | -17.1 | 0.0 | 3.6 | 0.7
COCCn1c(SCC(=O)Nc2ccccc2Cl)nnc1C(C)C | -7.3 | -0.1 | -3.7 | 3.2
COc1cccc(Nc2nc(-c3ccccc3)c3cc(Br)ccc3n2)c1 | -1.9 | 0.0 | -23.0 | -1.0
CCOC(=O)C1(Cc2cccc(F)c2)CCN(C(=O)c2cnccn2)CC1 | 7.6 | 0.4 | 12.3 | -0.9
CCOc1ccccc1NS(=O)(=O)c1c(C)[nH]c(=O)[nH]c1=O | 1.0 | 0.2 | 5.7 | -0.7
O=C(Nc1c2c(nn1-c1ccc([N+](=O)[O-])cc1)CSC2)c1cc2ccccc2oc1=O | -3.5 | 0.0 | -10.6 | -0.2
CC(CCc1ccccc1)NC(=O)Cn1ncn2c(cc3sccc32)c1=O (configuration not stated) | -0.6 | -0.2 | 6.5 | -0.2
CN(CC(=O)NCCc1ccccc1)S(=O)(=O)c1ccc2nc(-c3ccccc3)[nH]c2c1 | 7.0 | -0.1 | 0.9 | -0.7
Cc1ccc(S(=O)(=O)Oc2ccc(C=O)cc2[N+](=O)[O-])cc1 | -3.1 | -0.1 | 0.2 | -0.2
COc1ccc(N(CC(=O)N2CCCCC2)S(C)(=O)=O)cc1OC | -8.9 | -0.3 | -2.3 | -1.2
O=C(CN1CCN(c2nc3ccc([N+](=O)[O-])cc3s2)CC1)n1c2c(c3c1CCCC3)CCCC2 | -11.7 | -0.1 | 4.8 | -0.1

Taken from the listing for reference:
SMILES | TEAD-YAP block | FBW7 act | MITF inh | GPR151 activ
COc1ccc(N(CC(=O)N2CCCCC2)S(C)(=O)=O)cc1OC | -8.9 | -0.3 | -2.3 | -1.2
O=C(CN1CCN(c2nc3ccc([N+](=O)[O-])cc3s2)CC1)n1c2c(c3c1CCCC3)CCCC2 | -11.7 | -0.1 | 4.8 | -0.1

(list continues)
SMILES | TEAD-YAP block | FBW7 act | MITF inh | GPR151 activ
Cc1cc(CC2(C)C(=O)Nc3c(C(F)(F)F)cccc32)no1 (configuration not stated) | -2.2 | -0.1 | -11.0 | -0.8
CCc1ccccc1NC(=O)CSc1nc2cc(C(=O)NCCOC)ccc2c(=O)n1Cc1ccco1 | 11.7 | 1.0 | 5.8 | 1.0
CCc1nnc(NS(=O)(=O)c2ccc(NC(=O)c3ccc(S(=O)(=O)N4CCCCCC4)cc3)cc2)s1 | -8.4 | -0.2 | 3.6 | 0.6
Cc1nc(NC(=O)c2ccc([N+](=O)[O-])cc2Cl)ccc1I | -3.9 | -0.3 | 23.8 | 0.6
COc1cc(OC)c(NC(=O)CCNc2c(N3CCCC3)c(=O)c2=O)cc1Cl | 1.3 | -0.2 | 5.9 | -1.1
Cc1c(NC(=S)NC(=O)CC(C)C)cccc1C(=O)O | -11.0 | 0.0 | -6.2 | 0.2
Cc1ccc(Cl)cc1NC(=O)c1ccc(N2CC3CC(C2)c2cccc(=O)n2C3)c(NC(=O)c2c(F)cccc2F)c1 (configuration not stated) | 10.6 | 0.7 | 29.9 | -1.1
COc1ccccc1-c1cnc2ccc(NCCCO)nn12 | 16.5 | 0.7 | 12.5 | -0.8
CC(C)n1cnc2c(NCc3ccccc3)nc(N3CCN(Cc4ccc5c(c4)OCO5)CC3)nc21 | -2.7 | -0.1 | 0.3 | 0.3
N#CCCN(CCC#N)S(=O)(=O)c1ccc(C(=O)Nc2ccccc2C#N)cc1 | 9.6 | -0.1 | 1.9 | 1.1
CCOc1cccc(/C=C2/N=C(c3ccccc3F)OC2=O)c1 | -2.6 | 0.0 | 10.6 | 3.0
COC(=O)COc1cnnc2ccccc12 | 2.1 | 0.0 | 1.1 | 0.3

Among those listed so far, 2 contain a cyano group.
SMILES | TEAD-YAP block | FBW7 act | MITF inh | GPR151 activ
Cc1no[n+]([O-])c1COc1ccccc1/C=C(\C#N)c1ccc([N+](=O)[O-])cc1 | 4.0 | -0.1 | 9.4 | -0.4
N#CCCN(CCC#N)S(=O)(=O)c1ccc(C(=O)Nc2ccccc2C#N)cc1 | 9.6 | -0.1 | 1.9 | 1.1

(list continues)
Compound,TEAD-YAP block,FBW7 act,MITF inh,GPR151 activ
O=C1N(c2ccccc2)C[C@@H]2C[C@@H](c3cccc4cccnc34)N3CCC[C@@]123,-7.2,0.0,13.2,3.6
CC(C)(C)NC(=O)NC(=O)COC(=O)COc1cccc(C(F)(F)F)c1,8.2,-0.2,2.8,-0.6
CC(Oc1ccc(Br)cc1)C(=O)NNC(=S)NC(=O)c1cc2cc(Br)ccc2oc1=O (configuration not stated),-4.8,0.0,-2.2,-0.5
CCc1cc(=O)oc2c(C)c(OCC(=O)c3ccc(Cl)cc3)ccc12,-10.6,-0.2,-7.1,-0.1
CN(C(=S)NC(=O)c1ccco1)c1ccccc1,-2.7,0.8,16.6,0.1
CCN1C(SCC(=O)N2CCOc3ccc(C)cc32)=NS(=O)(=O)c2ccccc21,0.4,0.1,20.5,2.7
Cc1cccc(NC(=O)c2oc3ccccc3c2C)c1,3.0,0.8,15.4,-0.4
CCOC(=O)C1=NNC2C(=O)N(c3cccc([N+](=O)[O-])c3)C(=O)C12 (configuration not stated),-7.5,-0.1,0.4,-0.6
COc1cccc(CN2CCN3C(=O)[C@@H]4CCCN4C(=O)[C@H]3C2)c1,-1.4,0.1,-7.1,-1.6
Fc1cccc(-c2ccc(OCc3ccccn3)nc2)c1,-37.9,0.2,0.5,0.9

Whole records, quoted from the list. Values in the order: TEAD-YAP block, FBW7 act, MITF inh, GPR151 activ
Listed for CCN1C(SCC(=O)N2CCOc3ccc(C)cc32)=NS(=O)(=O)c2ccccc21 : 0.4, 0.1, 20.5, 2.7
Listed for Nc1cc(C(=O)OCC(=O)Nc2ccc(F)cc2F)ccc1Cl : 5.0, 0.5, 9.3, 2.7
Listed for COc1cc(OC)c(NC(=O)CCNc2c(N3CCCC3)c(=O)c2=O)cc1Cl : 1.3, -0.2, 5.9, -1.1
Listed for CCOc1cccc(/C=C2/N=C(c3ccccc3F)OC2=O)c1 : -2.6, 0.0, 10.6, 3.0

New compounds follow.
Compound,TEAD-YAP block,FBW7 act,MITF inh,GPR151 activ
CC(=O)Nc1cc([N+](=O)[O-])cc2oc(-c3ccccc3)cc12,-3.9,0.0,-4.1,-0.4
O=C(Nc1ccccc1C(=O)N1CCCC1)c1cccc2ccccc12,1.4,-0.1,15.4,-0.5
COc1cccc(OC)c1C(=O)N=c1sc2cc(S(C)(=O)=O)ccc2n1C,0.3,0.0,-2.9,-1.1
COc1ccc(NC(=O)Cn2c(C)cc3ccccc3c2=O)cc1OC,19.9,0.1,7.5,0.1
COc1ccc(C(=O)Nc2c(N)nc(SCC(=O)NC3CCCCC3)[nH]c2=O)cc1,-0.3,0.1,2.6,0.5
COc1cccc(NC(=O)CSc2nc3c(sc(=S)n3-c3ccccc3)c(=O)n2-c2ccccc2OC)c1,-1.7,-0.1,-0.6,0.4
CCOC(=O)C1CCN(C(=O)c2c(-c3c(F)cccc3Cl)noc2C)CC1,8.9,0.1,-5.5,-0.8
O=C1CC(C(=O)NC2CCCCC2)C(c2ccccc2)O1 (configuration not stated),13.4,0.1,1.9,-0.7
COc1ccc(N2CCN(CC(O)COc3ccc(Br)cc3)CC2)cc1 (configuration not stated),-1.4,-0.1,7.5,-1.2
